Assay outcomes deposited in PubChem by several laboratories.
Tat export inh – blocks Tat-dependent protein export in E. coli | E. coli MC4100 TorA-mCherry Tat export, fluorescence | inhibition, % at 10 µM | 0.036% of 340,000 active | AID 488895;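 active = mean replicate inhibition at least 50% and at least half of replicates individually reaching 50%; inconclusive = only one of the two criteria met; inactive = neither criterion met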;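 also: exported cargo escapes ClpAP degradation while cytoplasmic cargo is degraded and loses fluorescence; 0% = median of neutral control wells and 100% = median of NaSCN control wells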
PfHsp90 yeast 2 – growth inhibition of yeast expressing Plasmodium Hsp90; 0.32% of 310,000 active; AID 504621; S. cerevisiae expressing PfHsp90, BacTiter-Glo ATP, 48 h; yeast lacking PDR1 and PDR3 efflux regulators; inhibition, % at 9.4 µM;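 active = every replicate shows inhibition above about 80%, whatever the replicate mean, limit read from the data; inconclusive = mean inhibition reaches the set limit but some replicate falls short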;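 also: 0% = DMSO neutral controls and 100% = 20 µM radicicol positive controls; yeast relying on Plasmodium falciparum Hsp90 in place of its own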
Ecoli viability – counter-screen for AddAB inhibitors: E. coli growth inhibition; E. coli V3065 growth, OD600 absorbance, 18 h; inhibition, % at 11.9 µM; 0.27% of 330,000 active;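 active = inhibition above the campaign's mean inhibition across all tested compounds plus 3 SD, cut at about 9.9% in these data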;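 also: uninfected addAB+ strain grown without phage in ampicillin broth; 0% = DMSO wells and 100% = ciprofloxacin 0.95 µg/ml wells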
Wnt bcat act – activates Wnt/beta-catenin signaling in a reporter cell assay | AID 743398 | activation, % at 9.35 µM | activator, plate reader | 1.2% of 300,000 active; in the data active = activation above about 30%, passing the limit was not always enough; inconclusive = no clear call, values can overlap the other calls;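 also: 0% = neutral control wells and 100% = positive control wells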
DAGLB inh – diacylglycerol lipase beta (human) inhibition; 0.059% of 340,000 active; AID 504411; Q8NCG7; inhibition, % at 5.17 µM; HEK293T DAGLB membrane lysate, EnzChek fluorogenic substrate; in the data active = inhibition above about 34%;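 also: 0% = enzyme with vehicle and 100% = wells lacking enzyme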
Target sequence (Q8NCG7 whole entry, looked up): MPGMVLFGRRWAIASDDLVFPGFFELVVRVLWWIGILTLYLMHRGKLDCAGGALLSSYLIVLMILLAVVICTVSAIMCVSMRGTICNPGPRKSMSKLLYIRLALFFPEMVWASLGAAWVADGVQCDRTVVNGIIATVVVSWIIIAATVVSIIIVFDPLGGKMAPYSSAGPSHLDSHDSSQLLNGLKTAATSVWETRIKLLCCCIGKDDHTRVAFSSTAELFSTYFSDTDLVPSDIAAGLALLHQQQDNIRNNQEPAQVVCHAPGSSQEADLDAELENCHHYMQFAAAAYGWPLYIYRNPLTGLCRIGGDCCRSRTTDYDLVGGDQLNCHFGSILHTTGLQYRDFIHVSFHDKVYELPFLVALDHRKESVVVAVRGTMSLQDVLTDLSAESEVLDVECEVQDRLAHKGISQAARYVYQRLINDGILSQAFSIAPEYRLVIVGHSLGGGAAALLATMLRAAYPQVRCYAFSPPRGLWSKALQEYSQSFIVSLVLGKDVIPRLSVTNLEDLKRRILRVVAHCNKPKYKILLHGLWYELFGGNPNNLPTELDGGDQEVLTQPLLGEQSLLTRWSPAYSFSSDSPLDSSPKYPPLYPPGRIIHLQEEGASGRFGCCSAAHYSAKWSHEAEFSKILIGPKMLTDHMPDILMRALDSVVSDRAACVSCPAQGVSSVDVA
Rtt109 HAT inh – blocks Candida albicans Rtt109/Vps75 acetyltransferase activity; inhibition, % at 34.9 µM; Q5AAJ8; AID 540336; 0.16% of 330,000 active; purified Rtt109/Vps75, ThioGlo CoA-SH fluorescence, 4 h;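 active = inhibition of at least 50% in every replicate; inconclusive = best replicate reaches 50% inhibition but some replicates fall short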
Target sequence (Q5AAJ8 whole entry, looked up): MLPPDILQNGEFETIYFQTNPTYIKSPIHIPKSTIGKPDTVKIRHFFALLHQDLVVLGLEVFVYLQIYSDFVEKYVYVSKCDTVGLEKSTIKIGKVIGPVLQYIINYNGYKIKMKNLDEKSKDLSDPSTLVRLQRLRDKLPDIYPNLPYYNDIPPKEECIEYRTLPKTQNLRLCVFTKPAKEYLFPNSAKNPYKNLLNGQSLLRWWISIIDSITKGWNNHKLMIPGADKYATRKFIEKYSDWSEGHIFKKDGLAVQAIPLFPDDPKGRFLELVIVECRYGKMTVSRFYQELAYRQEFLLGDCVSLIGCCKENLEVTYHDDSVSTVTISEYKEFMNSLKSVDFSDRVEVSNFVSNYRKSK
AddAB inh – less growth of phage-infected E. coli with AddAB; inhibition, % at 11.9 µM; AID 435030; E. coli expressing H. pylori AddAB, absorbance growth; 0.29% of 330,000 active; in the data active = inhibition above about 12%;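 also: 0% = vehicle wells of infected cells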
CAL PDZ inh – inhibitors of human CAL PDZ peptide binding; AID 504414; purified CAL PDZ, TMR-peptide fluorescence polarization, 1 h; 0.02% of 330,000 active; Q9HD26; inhibition, % at 20 µM;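 active = highest replicate inhibition of at least 40%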;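 also: plate controls were DMSO neutral control wells for no effect and unlabeled competitor peptide control wells for full effect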
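Test system: purified CerCALP PDZ construct; Compound dosing: one concentration, 20 µM compound; Also added: TMR-labelled reporter peptide T*-PRC34 bound in PDZ groove; Read-out: inhibition from polarization loss; Controls: unlabelled peptide and DMSO controls; Signal: FP readout, S and P plane fluorescence; Incubation: 1 h at RT.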
PvdQ inh – blocks Pseudomonas aeruginosa PvdQ acylase activity. 0.063% of 340,000 active. purified PvdQ acylase, fluorescence plate reader. inhibition, % at 10 µM; in the data active = inhibition above about 30%, passing the limit was not always enough; inconclusive = no clear call, values can overlap the other calls;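 also: 0% = vehicle neutral wells and 100% = reference inhibitor wells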
phage Ecoli inh – E. coli growth loss with phage present. 0.26% of 360,000 active. growth absorbance. inhibition, % at 11.9 µM. AID 651602; in the data active = inhibition above about 11%
Active calls of the source: *; ? = inconclusive; . = no result given. This is a random part of the collection; 1.9% or so of the library scored in one or more.

SMILES	Tat export inh	PfHsp90 yeast 2	Ecoli viability	Wnt bcat act	DAGLB inh	Rtt109 HAT inh	AddAB inh	CAL PDZ inh	PvdQ inh	phage Ecoli inh
Cc1ccc(C(=O)CCC(=O)N2CCN(c3ccc(F)cc3)CC2)cc1	7	15	-0.3	-4	-3	-2	3.5	-0.6	-14	3.2
CCN1C(=O)c2cccc3c(S(=O)(=O)Nc4ccccc4OC)ccc1c23	2	18	0.3	13	-1	0	0.3	-1.1	-20	3.2
O=C(C[C@@H]1C/C=C\C[C@@H](Cc2ccc(F)cc2)C(=O)OC[C@@H]2CCCN2C1=O)NCCO	-4	2	0.9	0	-3	-16	-1.0	0.2	-11	2.3
O=C(NCCCn1ccnc1)c1cc2c(s1)CCCC2	5	-29	1.5	0	-2	9	0.9	-2.9	8	3.7
COc1ccc(CC(=O)N/N=C/c2c(C)n(C)c3ccccc23)cc1OC	.	.	3.1	-1	.	.	3.8	.	.	0.6
CC(=O)Nc1ccc(S(=O)(=O)N2CCc3c(Cl)cccc3C2)cc1	-1	-20	0.2	-3	2	-2	0.8	-0.6	-22	2.2
Cc1n[nH]c(C)c1CCN(C)C(=O)C1CCC(=O)N(CC2CCCCC2)C1 (stereo unspecified)	-3	10	-1.0	1	1	-2	1.3	1.4	-5	4.2
N/C(=N\OC(=O)c1ccc(Cl)c(Cl)c1)c1cccnc1	11	1	0.4	.	-5	1	0.3	-2.3	-8	2.3
Cc1ccc(C(=O)N2CC=C(c3ccccc3)CC2)s1	8	14	5.9	2	-3	9	3.1	-2.5	-16	2.8
COc1ccccc1CN(C)C(=O)CSCC(=O)Nc1ccccc1F	-5	17	0.5	-2	1	2	-1.2	2.3	-5	2.1
CSCC[C@H](NC(=O)[C@@H]1Cc2c([nH]c3ccccc23)C2c3ccccc3C(=O)N21)C(=O)NCC1CCCO1 (stereo partly specified)	-2	-11	-0.3	0	-1	21	1.9	-0.4	-13	1.7
O=C(NCCCn1cccn1)C1CCC(=O)N(Cc2ccccc2F)C1 (stereo unspecified)	-10	32	-0.2	-1	0	0	0.8	-1.3	-14	4.0
COCCn1cnc2c(c1=O)c1nc3ccccc3nc1n2/N=C/c1ccco1	-2	-13	-0.9	0	-3	-14	0.1	-2.1	5	1.0
O=C(NCCCN1CCOCC1)c1cccc(NS(=O)(=O)c2ccc(Br)cc2)c1	-3	25	0.2	-1	-2	-3	-1.3	0.5	-8	9.6
CN(C(=O)c1ccc(NC(=O)Cc2cccc(NC(=O)C3CCN(C(=O)C4CCC4)CC3)c2)cc1)C1CCCC1	5	-7	0.5	1	0	6	-0.3	0.1	4	2.3
Cc1ccsc1/C=N/NC(=O)c1ccc2nc[nH]c2c1	-7	-21	3.1	.	0	2	4.4	-1.1	0	5.4
Cn1c(N)c(C(=O)CSc2nnc(-c3ccccc3F)n2N)c(=O)n(C)c1=O	22	-24	1.5	-2	-2	0	0.3	-0.7	-1	2.1
Cc1ccc(CNC(=O)c2ccc3c(c2)S(=O)(=O)c2ccccc2C3=O)cc1	-2	7	2.9	-1	0	0	1.1	0.2	-9	1.2
COC(=O)C1=NN(C(=O)c2ccccc2)C(C)(O)C1 (stereo unspecified)	-13	-5	2.9	.	1	0	1.1	0.2	-8	1.4
CCC1(C)OC(=O)N2CCc3c(C)[nH]c4c(C)ccc(c34)C21C (stereo unspecified)	6	7	-3.4	-2	2	5	-2.7	-1.0	1	1.2
CNc1ccc(/C=C2\CSc3ccccc3C2=O)cc1[N+](=O)[O-]	-12	.	0.2	-4	1	9	1.2	-0.7	-8	2.0
COCCNC(=O)/C(C#N)=C/c1c(N2CCN(c3ccc(OC)cc3)CC2)nc2c(C)cccn2c1=O	-7	-13	0.0	3	2	-2	-1.2	0.5	-8	2.3
Cn1c(CCNC(=O)C2CCCCC2)nc2cc([N+](=O)[O-])ccc21	2	19	0.9	-1	-1	-2	2.0	-2.5	-17	0.4
COc1ccc(/C=N/NC(=O)c2cccc(O)c2)cc1Cn1nc(C)c([N+](=O)[O-])c1C	-11	-12	0.2	-2	-3	.	-0.6	-2.3	-10	2.3
CN(Cc1ccccc1)S(=O)(=O)c1nnc(NC(=O)c2ccc(F)cc2)s1	-11	-6	-0.4	2	1	2	-1.6	-0.7	6	1.1
O=C(NCCCN1CCCC1=O)c1ccc(S(=O)(=O)Nc2cccc(C(F)(F)F)c2)cc1	16	.	2.5	-1	3	39	-2.4	-2.9	3	-0.4
CC(=O)OCC1OC(OC2C[C@]3(C)C(CC(O)C4C([C@](C)(CCC=C(C)C)OC5OC(CO)C(O)C(O)C5O)CC[C@]43C)[C@@]3(C)CCC(O)C(C)(C)C23)C(O[C@@H]2OC(C)C(O)C(O)C2O)C(O)C1O (stereo partly specified)	-17	-1	0.0	.	-2	10	4.2	-1.1	5	.
Cc1ccc(CCNC(=O)CCc2nc3ccccc3[nH]2)cc1	-12	-15	4.7	-3	-2	7	3.5	-2.9	-10	8.6
CNS(=O)(=O)c1ccc(NC(=O)Nc2cccc(F)c2)cc1	-7	7	7.4	0	-2	0	9.8	-0.6	1	5.3
O=C(CCl)N1CCN(S(=O)(=O)c2ccc3ccccc3c2)CC1	-3	7	1.4	0	2	1	3.2	-0.4	-10	0.2
CC1(C)CC(=O)C=C(NC2CC(C)(C)NC(C)(C)C2)C1	-4	15	-2.7	-7	2	0	1.4	-1.8	11	-0.5
CCOC(=O)c1cnc(SCC#N)nc1N	0	-33	-1.6	4	1	-9	-0.3	0.9	-14	0.8
CC(C)c1nc(CNC(=O)CC2C(=O)NCCN2Cc2ccoc2)cs1 (stereo unspecified)	2	9	-0.4	-2	1	3	3.3	-0.3	-17	5.3
Cc1cc(N2CCN(C)CC2)nc2ccc(NC(=S)N3CCN(c4cccc(Cl)c4)CC3)cc12	7	-72	-0.9	-1	0	-3	3.3	-0.7	-17	5.9
CNC(=O)CSCc1c(F)cccc1Cl	1	.	1.9	.	-3	-1	-0.7	0.0	-8	2.7
COc1ccc(-c2noc3c2-c2nc(C4CCCCC4)sc2CC3)cc1	-7	-23	-1.5	-1	0	-1	2.6	-0.4	-4	4.2
O=c1[nH]c(C2CCCN(S(=O)(=O)c3ccccc3)C2)nc2c1nnn2Cc1ccc(OC(F)(F)F)cc1 (stereo unspecified)	9	-7	-0.5	2	-2	-6	4.5	-1.8	-12	-1.2
CCC1(c2ccc(F)cc2)NC(=O)N(CC(=O)Nc2ccc(S(N)(=O)=O)cc2)C1=O (stereo unspecified)	4	-23	0.3	-2	5	-8	0.7	-2.2	1	6.2
Cc1ccc(NC(=O)COC(=O)CNC(=O)C2CCCCC2)c(Br)c1	1	-21	0.6	2	0	4	0.8	-0.8	-23	3.5
COc1ccc(C(=O)Nc2ccccc2NC(=O)c2ccco2)cc1OC	1	-30	0.4	3	0	-9	1.8	-1.4	-2	0.3
COc1cccc(OC)c1C(=O)Nc1cc(C)nn1-c1nc2ccccc2[nH]1	7	4	0.2	-1	-8	0	3.4	-4.9	-4	0.4
O=C(NC(=S)N1CCN(c2ccc(Cl)cc2[N+](=O)[O-])CC1)c1cccs1	0	-109	-3.8	.	9	4	3.5	-2.6	-7	.
COc1ccc(Cc2n[nH]c(=S)n2-c2ccc3c(c2)OCCO3)cc1	3	3	-1.1	-1	-3	-4	2.6	-1.0	-8	3.2
COCc1cc(C)nc(SCC(=O)Nc2ccc(C)c(C)c2)c1C#N	-1	-9	-2.7	-1	-5	-9	0.8	-0.1	-8	0.8
O=C(CCCCC(=O)NN=Cc1ccc(Cl)cc1)NN=Cc1ccc(Cl)cc1	10	.	.	13	-3	6	.	-0.5	1	3.5
Cc1cccc(N2CCN(C(=O)C3CCC(=O)N(C4CC4)C3)CC2)c1C (stereo unspecified)	-7	-5	0.8	7	-1	-1	2.7	-2.2	-12	1.8
COc1ccc(/C=N\NC(=O)C2C(=O)NCC2c2ccccc2)cc1O (stereo unspecified)	-4	16	2.3	.	2	0	1.6	-1.8	-7	2.5
C=CCOc1ccc(C2=NOC(C(=O)Nc3ccc4c(c3)OCCO4)C2)cc1OC (stereo unspecified)	-2	-35	1.4	0	-3	-14	-1.1	-0.5	-4	-0.7
Cc1ncc(CN2CCCC(C(=O)Nc3ccc(-c4ccco4)cc3)C2)n1C (stereo unspecified)	-4	25	2.2	0	-1	3	-0.5	-1.2	-11	0.9
O=C(CN1CCN(c2cccc(Cl)c2)CC1)NCc1ccccc1	13	-6	0.3	11	-1	-1	1.6	-1.2	4	0.6
C#CC1(NC(=O)NCCCC)CCCCC1	-5	-10	-2.0	.	2	-8	0.0	-2.9	-4	6.8
Cc1ccc(C(=O)N/C(=C\c2ccc3c(c2)OCO3)C(=O)N2CCOCC2)cc1	-9	-2	-1.8	-2	-1	-1	-0.6	-0.4	-2	0.6
CCOC(=O)CSc1nnc(NC(=O)c2cc([N+](=O)[O-])cc([N+](=O)[O-])c2)s1	-9	-17	-0.2	-2	3	4	2.2	-0.4	1	0.4
CCOC(=O)C1C(=O)C=C(C)C(C(=O)OCC)C1c1cccc([N+](=O)[O-])c1 (stereo unspecified)	-5	10	-1.4	-3	-1	-1	1.5	-0.5	-13	0.1
COc1cccc(-n2cnc3sc4c(c3c2=O)CCC4)c1	2	.	0.2	-1	-2	-9	1.7	-0.4	-8	0.9
COc1ccc(C(CNC(=O)CNS(=O)(=O)c2ccc(NC(C)=O)cc2)N2CCOCC2)cc1 (stereo unspecified)	-2	10	0.7	3	3	-6	4.5	-1.4	-6	0.4
COc1ccccc1CNC(=O)CN1C(=O)COc2ccc(S(=O)(=O)N3CCCCC3)cc21	2	3	1.4	1	1	2	2.6	-1.7	-9	0.2
COc1cccc(OCC(O)CNC(C)c2ccccc2)c1 (stereo unspecified)	2	34	0.8	0	1	0	1.9	1.0	5	-1.3
C=CCOc1ccc(CN(C)C(=O)CNC(=O)c2ccc(-c3ccccc3)cc2)cc1	2	-35	-0.6	-6	-6	20	4.2	-2.7	1	0.9
Oc1ccc(/C=N/Nc2ccccc2)cc1	?	-64	-1.1	-3	3	-1	1.0	-0.8	1	0.1
O=C(COC(=O)c1cccs1)NCc1ccccc1	-5	-45	1.4	.	0	6	-0.5	0.7	-9	2.3
C=CCn1c(SCC(=O)c2ccc(Cl)cc2)nnc1-c1ccc2c(c1)OCO2	1	3	-1.6	.	0	.	3.3	-5.2	-8	5.0

Rewritten with two lines to a compound: part of the list above
Every second line gives: Tat export inh | PfHsp90 yeast 2 | Ecoli viability | Wnt bcat act | DAGLB inh | Rtt109 HAT inh | AddAB inh | CAL PDZ inh | PvdQ inh | phage Ecoli inh
- Cc1cc(N2CCN(C)CC2)nc2ccc(NC(=S)N3CCN(c4cccc(Cl)c4)CC3)cc12
  7 | -72 | -0.9 | -1 | 0 | -3 | 3.3 | -0.7 | -17 | 5.9
- COCCn1cnc2c(c1=O)c1nc3ccccc3nc1n2/N=C/c1ccco1
  -2 | -13 | -0.9 | 0 | -3 | -14 | 0.1 | -2.1 | 5 | 1.0
- O=C(COC(=O)c1cccs1)NCc1ccccc1
  -5 | -45 | 1.4 | . | 0 | 6 | -0.5 | 0.7 | -9 | 2.3
